Compound activity (PubChem BioAssay)
ANO1 activ: TMEM16A chloride channel activators or potentiators, primary screen, cell-based, HTS. 340,000 compounds, 0.3% hits. HEK293 TMEM16A/YFP-H148Q/I152L, iodide quench fluorescence; active compounds read low. AID 623877, 2012. Anoctamin-1 (Mus musculus), Q8BHY3. B-score at 10 µM;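 active = fluorescence-ratio B-score plate-corrected deviation score at least 3 library SD below zero, with starting fluorescence score within 5 deviations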;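 note: channel opened by trigger with iodide after compound preincubation; score built on the fluorescence ratio of max minus min over baseline; more negative score means more quench and so TMEM16A activation or potentiation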
Target sequence (Q8BHY3 whole entry, looked up): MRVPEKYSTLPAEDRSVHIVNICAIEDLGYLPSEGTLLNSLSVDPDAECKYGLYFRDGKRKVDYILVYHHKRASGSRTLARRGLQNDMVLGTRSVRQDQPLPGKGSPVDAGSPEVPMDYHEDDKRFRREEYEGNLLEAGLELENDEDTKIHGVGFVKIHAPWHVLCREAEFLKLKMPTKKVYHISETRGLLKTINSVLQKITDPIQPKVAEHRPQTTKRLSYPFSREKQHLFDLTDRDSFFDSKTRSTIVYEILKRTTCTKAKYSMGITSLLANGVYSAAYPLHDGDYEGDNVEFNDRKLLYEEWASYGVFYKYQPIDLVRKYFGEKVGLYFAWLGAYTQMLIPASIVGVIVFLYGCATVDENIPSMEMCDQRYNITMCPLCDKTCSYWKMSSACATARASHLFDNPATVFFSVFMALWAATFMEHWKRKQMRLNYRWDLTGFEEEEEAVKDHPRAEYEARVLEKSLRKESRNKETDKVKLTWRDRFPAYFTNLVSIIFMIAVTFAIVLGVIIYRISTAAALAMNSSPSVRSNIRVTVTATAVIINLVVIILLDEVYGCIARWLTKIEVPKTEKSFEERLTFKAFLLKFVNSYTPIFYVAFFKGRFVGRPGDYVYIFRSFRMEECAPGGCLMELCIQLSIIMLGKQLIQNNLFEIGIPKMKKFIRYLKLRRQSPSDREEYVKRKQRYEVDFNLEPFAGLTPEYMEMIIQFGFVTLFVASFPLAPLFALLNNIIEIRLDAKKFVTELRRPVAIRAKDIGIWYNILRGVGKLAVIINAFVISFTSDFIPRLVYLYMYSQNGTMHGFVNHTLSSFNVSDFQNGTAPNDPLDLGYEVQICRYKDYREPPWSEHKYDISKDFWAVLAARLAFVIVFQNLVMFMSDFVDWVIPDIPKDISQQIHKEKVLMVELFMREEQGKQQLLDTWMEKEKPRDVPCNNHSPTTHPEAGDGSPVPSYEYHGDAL
RGS4 inh: RGS4 inhibitors, primary screen, cell-based, HEK293 M3R inducible RGS4, calcium flux; Fluo-4 calcium flux; active compounds read high; triggered by carbachol at its EC20; B-score at 10 µM; 310,000 compounds, 0.45% hits; AID 463165, 2010;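 active = B-score, a plate-corrected calcium signal, over three deviations above library mean, with baseline fluorescence within five deviations of library mean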;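 note: RGS4 expression induced by doxycycline in cells with stable M3 receptor; B-score is computed from the integrated fluorescence ratio over baseline after carbachol; higher B-score means a larger calcium signal and so more RGS4 inhibition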
MrgX1 PAM: positive allosteric modulators of MrgX1, primary screen, HEK293 cells, Fluo-4 calcium flux; Mas-related G-protein coupled receptor member X1 (Homo sapiens), Q96LB2; FDSS; active compounds read high; B-score at 10 µM; 310,000 compounds, 0.63% hits;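 active = plate-corrected calcium response at least 3 library SD above typical, normal starting fluorescence, not activating the receptor alone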;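 note: compound read alongside a low EC10 to EC30 dose of BAM8-22 agonist; peak minus trough fluorescence over baseline measured at the second addition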
MrgX1 agonist: agonists of human MrgX1 receptor, primary screen, HEK293 cells, Fluo-4 calcium flux; Mas-related G-protein coupled receptor member X1 (Homo sapiens), Q96LB2; Fluo-4 calcium fluorescence, agonist mode; active compounds read high; B-score at 10 µM; 310,000 compounds, 0.44% hits; AID 588627, 2011;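 active = calcium response B-score plate-corrected fluorescence ratio at least 3 library SD, with starting fluorescence B-score inside 5 SD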
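Material: HEK293 cells stably expressing human MrgX1 receptor | Quantity: 15,000 cells per well | Times: Cells plated overnight, dye loaded 0.5 h 37 °C, 0.5 h room temperature | Measured by: Kinetic Fluo-4 NW fluorescence of intracellular calcium | Control set: Positive and negative controls per plate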
HDAC3 inh: HDAC3 deacetylase inhibitors, primary screen, biochemical, fluorescence, cell-free homogeneous | Histone deacetylase 3 (Homo sapiens), O15379 | recombinant HDAC3, fluorogenic peptide/trypsin coupled | inhibition, % at 8.3 µM | 320,000 compounds, 0.15% hits | AID 2718, 2010; in the data active = inhibition above about 26%, passing the limit was not always enough
SKKanGAS inh: S. pyogenes SKKanGAS growth inhibitors in kanamycin, primary screen, streptokinase expression inhibitor project, SKKanGAS strain, BacTiter-Glo luminescence; AID 1662, 2009; inhibition, % at 7.5 µM; 300,000 compounds, 1.3% hits; 6 h;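 active = mean replicate score, as percent of positive control median, at least 50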;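 note: strain carries kanamycin resistance gene driven by streptokinase promoter and grows in 40 µg/ml kanamycin; loss of luminescence reflects streptokinase promoter inhibition or plain growth inhibition; 0% = median of DMSO wells and 100% = positive control at its reference dose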
TRPC6 act: mouse TRPC6 channel activators, primary screen, cell-based, HEK293, membrane potential dye. Short transient receptor potential channel 6 (Mus musculus), Q61143. HEK293-TRPC6 membrane potential dye fluorescence; active compounds read high. B-score at 10 µM. 310,000 compounds, 0.13% hits;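 active = B-score of the integrated fluorescence ratio above library mean plus 3 SD, and starting fluorescence ratio within library mean plus 5 SD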;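 note: higher score means more depolarization so channel activation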
RGS4 pot: RGS4 potentiators or activators, primary screen, cell-based, HEK293 M3R inducible RGS4, calcium flux. carbachol calcium flux Fluo4; active compounds read low. 310,000 compounds, 0.92% hits. B-score at 10 µM. AID 463111, 2010;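 active = B-score of the integrated calcium signal more than 4 SD below the library mean, with starting fluorescence not abnormally high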;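 note: negative B-score means reduced calcium response which marks RGS4 activation or potentiation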
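Test system: HEK293 cells with stable M3R and inducible RGS4; also added: carbachol at ECmax as muscarinic agonist stimulus; schedule: dye loading 30 min 37 °C, buffer rest 30 min RT; technique: kinetic calcium fluorescence imaging with Fluo4-AM dye, 2 µM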
TRPC6 inh: mouse TRPC6 channel inhibitors, primary screen, cell-based, HEK293, membrane potential dye; B-score at 10 µM; 310,000 compounds, 1.1% hits; ACh-evoked depolarization; active compounds read low; Short transient receptor potential channel 6 (Mus musculus), Q61143;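 active = B-score under library mean minus 3 SD, initial fluorescence not abnormally high, positive integrated signal ratio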;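 note: B-score derived from integrated fluorescence ratio over the kinetic read; more negative B-score means stronger inhibition of depolarization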
TMEM16A inh: TMEM16A chloride channel inhibitors, primary screen, cell-based, HTS; Anoctamin-1 (Mus musculus), Q8BHY3; HEK293 TMEM16A/YFP iodide influx fluorescence, ionomycin; normalized B-score (activity score, 25-100; higher = stronger inhibition) at 10 µM; 310,000 compounds, 1.2% hits; AID 588511, 2011;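 active = ratio plate-corrected score three or more library SD toward inhibition, starting fluorescence score within five deviations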;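 note: score derived from kinetic fluorescence span divided by baseline fluorescence per well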
MrgX1 antag: antagonists of human MrgX1 receptor, primary screen, HEK293 cells, Fluo-4 calcium flux. Mas-related G-protein coupled receptor member X1 (Homo sapiens), Q96LB2. BAM8-22 antagonism; active compounds read low. B-score at 10 µM. 310,000 compounds, 1.3% hits. AID 588676, 2011;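 active = calcium-response B-score plate-corrected more than 3 library SD below zero, starting fluorescence within 5 deviations, no agonist response on first addition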;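 note: peak minus trough fluorescence over baseline after final BAM8-22 challenge near maximal dose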
Numbers without * were called inactive; i = inactive; x = not tested or not shown.

SMILES | ANO1 activ | RGS4 inh | MrgX1 PAM | MrgX1 agonist | HDAC3 inh | SKKanGAS inh | TRPC6 act | RGS4 pot | TRPC6 inh | TMEM16A inh | MrgX1 antag
O=C1CCC(Cc2ccccc2)N1 (stereo unspecified) | i | i | i | i | 0.4 | 0.5 | i | i | i | i | i
CN(CC(=O)Nc1cccc2ccccc12)C(=O)/C=C/c1cccs1 | i | i | i | i | -3.0 | -3.2 | i | i | i | i | i
COc1ccc(N(CC(=O)NCc2ccc(Cl)cc2)S(=O)(=O)c2c(C)n[nH]c2C)cc1 | i | i | i | i | -4.0 | 3.0 | i | i | i | i | i
CC(C)C(O)(CC#CCN1CCCC1)c1ccccc1 (stereo unspecified) | i | i | i | i | 5.9 | 2.8 | i | -9.21* | i | i | i
CCN(CC)c1ccc(NC(=O)C2CCCC2)cc1 | i | i | i | i | 1.4 | -0.5 | i | i | -5.77* | i | i
COc1ccccc1NC(=S)N(Cc1ccc(C)cc1)Cc1ccccn1 | i | i | i | i | 5.7 | 6.1 | i | i | i | i | i
COc1cc(C2NC(=O)NC(C)=C2C(C)=O)ccc1O (stereo unspecified) | i | i | i | i | 11.3 | -6.4 | i | i | i | i | i
O=C(Nc1ccc(-n2cc(Br)cn2)cc1)c1ccncc1 | i | i | i | i | -2.1 | -3.8 | i | i | i | i | i
COc1ccc(-n2nc3c(N4CCC(C(=O)NCc5ccco5)CC4)nnc(C)c3c2C)cc1 | i | i | i | i | 0.0 | 14.0 | i | i | i | i | i
O=C(Nc1ccc(Oc2ccccc2)nc1)C1CCN(Cc2cccc(F)c2)CC1 | i | i | i | i | -4.8 | -7.1 | i | i | i | i | i
CC(C)CN(C(=O)CSc1nnc2ccccn12)c1c(N)n(CC(C)C)c(=O)[nH]c1=O | i | i | i | i | 4.3 | -2.1 | i | i | i | i | i
COc1cc2c(C(=O)NCCCN3CCN(c4cccc(Cl)c4)CC3)cn(C)c(=O)c2cc1OC | i | i | i | i | -0.6 | 0.5 | i | i | i | i | i
CC(=O)Nc1cccc(NC(=O)c2ccc3c(c2)CCN3S(C)(=O)=O)c1 | i | i | i | i | 1.0 | -2.9 | i | i | i | i | i
COc1ccc(C=Nc2cccc3ncccc23)cc1 | i | i | i | i | 2.6 | 3.8 | i | i | i | i | i
COc1cccc(OC)c1OCCCOc1cccc2cccnc12 | i | i | i | i | 3.4 | 5.5 | i | i | i | i | i
Clc1ccc2nc(CSc3nnc4ccccn34)cn2c1 | i | i | i | i | 4.6 | -1.4 | i | i | i | i | i
Cc1ccccc1C(=O)NC(C(N)=O)P(=O)(OC(C)C)OC(C)C (stereo unspecified) | i | i | i | i | -4.9 | -6.8 | i | i | i | i | i
COCCNC(=O)c1onc(CSc2ccccc2)c1C(=O)O | i | i | i | i | 8.6 | -0.7 | i | i | i | i | i
C[n+]1cc[nH]c1SCC(=O)c1ccc(Cl)cc1 | i | i | i | i | 6.0 | -5.0 | i | i | i | i | i
COc1ccc2cc3cc(C(=O)Nc4ccc5c(c4)OCCO5)oc3nc2c1 | i | i | i | i | -2.4 | 10.2 | i | i | i | i | i
Cc1cccnc1NC(=O)Nc1ccc(F)cc1 | i | i | i | i | 1.4 | -2.2 | i | i | i | i | i
Cc1ccc(-n2cnnn2)c(S(=O)(=O)N2CCOCC2)c1 | i | i | i | i | -5.0 | -1.5 | i | i | i | i | i
O=C(CCC(=O)N/N=C/c1ccco1)N/N=C/c1ccco1 | i | i | i | i | 3.8 | -7.5 | i | i | i | i | i
OC1CCN(Cc2cccc(Oc3ccccc3)c2)CC1 | i | i | i | i | 1.7 | 4.7 | i | i | i | i | i
CNc1ccc(OC(F)F)cc1C(=O)c1ccccc1 | i | i | i | i | 11.7 | -11.3 | i | i | i | i | i
Cc1ccc(-c2csc3nc[nH]c(=S)c23)cc1 | i | i | i | i | -4.8 | 33.5 | i | i | i | i | i
CC(C)c1ccccc1OCC(O)CN(CC(O)COc1cccc2ccccc12)C(C)C (stereo unspecified) | i | i | i | i | 2.4 | 97.9* | i | -10* | i | i | i
CN1C(C(=O)NCc2ccco2)CC2Cn3c(nc4cc(Cl)c(Cl)cc43)C21 (stereo unspecified) | i | i | i | i | -4.4 | 4.0 | i | i | i | i | i
Cc1ccc(NC(=O)c2ccc(C)cc2)cc1 | i | i | i | i | -9.1 | -1.4 | i | i | i | i | i
CC(=O)N1CCN(c2ccc(NC(=O)c3ccc(Br)o3)cc2Cl)CC1 | i | i | i | i | -2.2 | -0.7 | i | i | i | i | i
COc1ccc(C(=O)NCC(=O)OCC(=O)N2CCc3ccccc32)cc1 | i | i | i | i | -0.3 | -2.5 | i | i | i | i | i
Cc1ccc(C(=O)NCC(=O)O)cc1S(=O)(=O)N1CCCCC1 | i | i | i | i | 1.9 | -1.1 | i | i | i | i | i
CC(C)CCn1cnc2c(sc3nc4c(cc32)CSC(C)(C)C4)c1=O | i | i | i | i | x | -5.5 | i | i | i | i | i
COCCCNC(=O)CC(NS(=O)(=O)c1ccc(Cl)cc1)c1ccc(OC)cc1 (stereo unspecified) | i | i | i | i | -4.7 | 0.1 | i | i | i | i | i
O=C(NCC1CCCO1)c1ccc2nc(N3CCCCC3)sc2c1 (stereo unspecified) | i | i | i | i | 8.1 | 1.7 | i | i | i | i | i
CC(=O)Nc1ccc2c(c1)C(=O)N(c1cccc3ccccc13)C2=O | i | i | i | i | 1.9 | -2.2 | i | i | i | i | i
O=C(Nn1c(SCc2cccc([N+](=O)[O-])c2)nc2ccccc2c1=O)c1ccccc1 | i | i | i | i | -6.1 | 11.8 | i | i | i | i | i
COc1ccc(CNC(=O)C2CCN(S(=O)(=O)c3cc(OC)ccc3OC)CC2)cc1 | i | x | i | i | -1.8 | x | x | x | x | i | i
CN1C(=O)Cc2cc(S(=O)(=O)N3CCN(c4ccccc4F)CC3)ccc21 | i | i | i | i | -0.8 | -7.3 | i | i | i | i | i
CN1C(=O)C(C)(C)c2cc(S(=O)(=O)N3CCCC(C(=O)NCc4ccc(F)cc4)C3)ccc21 (stereo unspecified) | i | i | i | i | -1.5 | -3.9 | i | i | i | i | i
O=C(CC(=O)c1ccccc1)Nc1ccc2c(c1)OCCO2 | i | x | i | i | 4.1 | 6.7 | x | x | x | i | i
COC(=O)c1c(NC(=S)NNS(=O)(=O)c2ccc(OC)cc2OC)sc2c1CCCCCC2 | i | i | i | i | 7.0 | 29.5 | i | i | i | i | i
COc1ccc(CCNC(=O)C(=O)Nc2ccc3c(c2)OCO3)cc1OC | i | i | i | i | 1.8 | -3.3 | i | i | i | i | i
Cc1cccc(N2CCN(C(=O)Cc3c(C(=O)O)[nH]c4ccc(Cl)cc34)CC2)c1C | i | i | i | i | 1.4 | 15.3 | i | i | i | i | i
Cc1cc(OCC(=O)N(Cc2ccco2)C2CCS(=O)(=O)C2)ccc1Cl (stereo unspecified) | i | i | i | i | 0.8 | -1.6 | i | i | i | i | i
O=C(c1ccc2nc(Cc3ccccc3F)oc2c1)N1CC[C@H](O)C1 | i | i | i | i | 2.6 | -3.4 | i | i | i | i | i
CCCn1nc(NS(C)(=O)=O)c2cc3cccc(C)c3nc21 | i | i | i | i | -0.1 | -1.9 | i | i | i | i | i
CCOC(=O)CC(NC(=O)C1c2ccccc2Oc2ccccc21)c1ccc(C)cc1 (stereo unspecified) | i | i | i | i | x | 5.3 | i | i | i | i | i
O=C(CSc1nnc(-c2cccnc2)n1Cc1ccco1)N1CCc2ccccc21 | i | i | i | i | -3.2 | -15.0 | i | i | i | i | i
CC(C)C[C@H](NC(=O)[C@@H]1O[C@H]1C(=O)O)C(=O)NCCCCN=C(N)N | i | i | i | i | 3.8 | 1.4 | i | i | i | i | i
COc1ccc(S(=O)(=O)NCCSC(C)(C)C)cc1Cl | i | i | i | i | 9.3 | 2.9 | i | i | i | i | i
Cc1nc(NC(=O)c2ccc(F)cc2)sc1C(=O)Nc1ccc2c(c1)CCC2 | i | i | i | i | x | 15.6 | i | i | i | i | i
O=C1NC(c2ccc(-c3ccccc3[N+](=O)[O-])o2)C(C(=O)c2ccccc2)C(O)(C(F)(F)F)N1 (stereo unspecified) | i | i | i | i | 3.3 | 15.8 | i | i | i | i | i
CCc1ccc(N2CC(C(=O)Nc3cccnc3)CC2=O)cc1 (stereo unspecified) | i | i | i | i | -3.6 | 0.1 | i | i | i | i | i
COCCN(C(=O)C1CCC1)c1nnc(-c2cccnc2)s1 | i | i | i | i | -4.2 | 6.7 | i | i | i | i | i
Cc1ccc(S(=O)(=O)N(C)CCCC(=O)Nc2ccccn2)cc1 | i | i | i | i | 4.4 | 1.1 | i | i | i | i | i
CCOC(=O)c1c(C)n(-c2ccc(C)cc2)c2ccc(O)c(CN(C)C)c12 | i | i | i | i | 7.1 | x | i | i | -5.7* | i | i
O=C(OCCOc1cccc(Cl)c1)c1cc(S(=O)(=O)N2CCOCC2)ccc1F | i | i | i | i | 6.1 | -3.6 | i | i | i | i | i
CCCCN(CC)C(=O)CSc1nc2c(sc(=S)n2-c2ccc(OCC)cc2)c(=O)[nH]1 | i | i | x | x | x | 39.9 | i | i | i | x | x
CC(=O)N(CN1C(=O)CCC1=O)c1cccc(Cl)c1 | i | i | i | i | 7.8 | -2.8 | i | i | i | i | i
CCOc1ccc(-c2nc(CSCC(=O)NCC3CCCO3)c(C)o2)cc1 (stereo unspecified) | i | i | i | i | -10.1 | -1.0 | i | i | i | i | i
